DYRK1A inh: blocks rat Dyrk1A kinase activity | 310,000 tested, 0.43% active | AID 504441 | Q63470 | ADP-Glo luminescence, NFATc1 peptide | inhibition, % at 12.5 µM; in the data active = inhibition above about 50%;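 note: plate controls were vehicle with enzyme for no effect and no enzyme for full effect; many of its hits are not listed in these tables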
TMEM16A act: activates or potentiates the mouse TMEM16A chloride channel; 340,000 tested, 0.3% active; B-score at 10 µM; Q8BHY3; HEK293 TMEM16A/YFP-H148Q/I152L, iodide quench fluorescence; stronger effect = lower value; AID 623877;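 active = fluorescence-ratio B-score plate-corrected deviation score at least 3 library SD below zero, with starting fluorescence score within 5 deviations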;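 note: channel opened by trigger with iodide after compound preincubation; score built on the fluorescence ratio of max minus min over baseline; more negative score means more quench and so TMEM16A activation or potentiation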
hERG rescue: shields human hERG channel from block by proarrhythmic agents. Q12809. AID 1511. CHO-hERG, FluxOR thallium flux, dofetilide IC70 present. 310,000 tested, 0.51% active. activation (rescue from dofetilide block), less the hit threshold, % at 10 µM;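 active = activation above the mean of controls blocked by dofetilide plus 5 SD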;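 note: thallium influx through hERG after potassium depolarization seen as dye fluorescence rise; in these data hits start at about 4.7%; inactives centre near -7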
TRPC4 agonist: activators of mouse TRPC4 channel; B-score at 10 µM; HEK293 TRPC4beta/mu-opioid, Fluo4 calcium fluorescence; stronger effect = higher value; Q9QUQ5; 310,000 tested, 0.49% active;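 active = B-score above 5 SD of library B-scores, and initial fluorescence ratio not above library mean plus 5 SD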;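 note: positive B-score marks a calcium rise read as TRPC4 activation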
Target sequence (Q9QUQ5 whole entry, looked up): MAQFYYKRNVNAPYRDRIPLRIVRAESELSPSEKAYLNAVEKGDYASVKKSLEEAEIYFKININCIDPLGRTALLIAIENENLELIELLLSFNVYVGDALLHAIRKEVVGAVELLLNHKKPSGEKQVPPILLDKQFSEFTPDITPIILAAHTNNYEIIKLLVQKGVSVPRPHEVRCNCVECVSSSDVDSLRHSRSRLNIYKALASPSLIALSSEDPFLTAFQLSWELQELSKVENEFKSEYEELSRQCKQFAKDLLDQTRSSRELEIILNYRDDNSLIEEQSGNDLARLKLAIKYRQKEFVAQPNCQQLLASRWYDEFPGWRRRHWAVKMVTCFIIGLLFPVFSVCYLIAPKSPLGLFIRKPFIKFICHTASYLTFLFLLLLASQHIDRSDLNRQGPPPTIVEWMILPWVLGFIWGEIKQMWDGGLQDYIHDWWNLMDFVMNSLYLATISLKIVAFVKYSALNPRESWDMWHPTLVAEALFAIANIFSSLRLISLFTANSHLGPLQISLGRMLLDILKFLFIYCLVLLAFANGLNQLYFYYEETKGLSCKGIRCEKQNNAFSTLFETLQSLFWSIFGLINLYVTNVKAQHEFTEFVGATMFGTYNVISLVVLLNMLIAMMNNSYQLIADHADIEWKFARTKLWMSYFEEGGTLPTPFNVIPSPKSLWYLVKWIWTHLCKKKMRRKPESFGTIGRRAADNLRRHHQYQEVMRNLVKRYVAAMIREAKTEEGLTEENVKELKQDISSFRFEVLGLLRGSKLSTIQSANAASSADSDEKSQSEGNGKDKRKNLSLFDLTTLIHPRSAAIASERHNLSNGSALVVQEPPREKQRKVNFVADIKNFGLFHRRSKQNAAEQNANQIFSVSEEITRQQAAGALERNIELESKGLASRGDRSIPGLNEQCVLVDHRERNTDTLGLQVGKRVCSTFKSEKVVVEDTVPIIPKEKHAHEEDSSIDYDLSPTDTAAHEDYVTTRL
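Assay system: HEK293 cells stably co-expressing mouse TRPC4beta and mu-opioid receptor / Timing: Fluo4 dye loading 45 min at room temperature, 110 s recording / Signal: Fluo4 calcium-sensitive dye fluorescence, kinetic, 1 Hz baseline / Read-out: integrated baseline-normalised fluorescence ratio, converted to per-well B score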
KCNK9 block: blocks the human KCNK9 two-pore domain potassium channel; Q9NPC2; HEK293 KCNK9, FluxOR thallium flux fluorescence; stronger effect = lower value; B-score at 10 µM; 310,000 tested, 1.2% active;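 active = ratio B-score over 3 SD below the library mean, with starting fluorescence within 5 SD of its mean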;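 note: negative B-score means less thallium flux so channel inhibition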
TRPC4 PAM: allosterically enhances the mouse TRPC4 cation channel; Q9QUQ5; 310,000 tested, 0.42% active; B-score at 10 µM; HEK293 TRPC4beta/mu-opioid, DAMGO EC20, Fluo-4 Ca2+ flux; stronger effect = higher value;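 active = B-score of calcium response area above 5 SD of library B-scores, with initial fluorescence ratio within 5 SD of library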;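 note: B-score of integrated fluorescence ratio over time as area under calcium response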
HDAC3 inhib: inhibitors of human histone deacetylase 3; O15379; recombinant HDAC3, fluorogenic peptide/trypsin coupled, fluorescence; inhibition, % at 8.3 µM; 320,000 tested, 0.15% active; AID 2718; in the data active = inhibition above about 26%, passing the limit was not always enough; inconclusive = no clear call, values can overlap the other calls
KCNQ1 inh: human KCNQ1 channel inhibition; CHO-K1 KCNQ1, FluxOR thallium flux fluorescence; stronger effect = higher value; B-score at 10 µM; 310,000 tested, 1.3% active; AID 2642;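 active = compounds whose thallium flux B-score, printed positive for inhibition, exceeds three library SD while starting fluorescence stays within three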;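 note: channel opened by potassium depolarization with thallium stimulus after 20 min compound exposure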
ANO1 block: inhibitors of mouse TMEM16A calcium-activated chloride channel. 310,000 tested, 1.2% active. HEK293 TMEM16A/YFP iodide influx fluorescence, ionomycin. Q8BHY3. normalized B-score (activity score, 25-100; higher = stronger inhibition) at 10 µM;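 active = ratio plate-corrected score three or more library SD toward inhibition, starting fluorescence score within five deviations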;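 note: score derived from kinetic fluorescence span divided by baseline fluorescence per well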
KCNQ1 act: potentiates or activates the human KCNQ1 potassium channel. B-score at 10 µM. CHO-K1 KCNQ1, thallium flux FluxOR fluorescence; stronger effect = higher value. AID 2648. P51787. 310,000 tested, 0.35% active;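 active = fluorescence ratio B-score, a plate-corrected score, at least three library SD, with initial intensity B-score within 5 SD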
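assay system = KCNQ1-transfected CHO-K1 cells | medium = assay buffer with matched DMSO | probe or stimulus = depolarizing K+/Tl+ stimulus, K2SO4 and Tl2SO4 each 12.5 mM in 5x stock | dosing = single dose | incubation = dye 90 min, compound 20 min, room temperature | detection = kinetic FluxOR fluorescence, 10 s baseline plus 110 s post-stimulus | evaluation = ratio B score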
KCNK3 inh: human KCNK3 channel inhibition, primary screen. O14649. CHO-KCNK3 thallium flux, FluxOR fluorescence; stronger effect = lower value. B-score at 10 µM. 340,000 tested, 0.84% active. AID 602410;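 active = B-score under library mean minus 4 SD, starting fluorescence ratio at most library mean plus 5 SD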;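 note: more negative B-score means stronger inhibition of thallium flux through KCNK3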
* hit, by the source's call; i = inactive; ? = inconclusive; . = no result given. Some of the compounds tested, so the mix of outcomes need not match the whole.

SMILES	DYRK1A inh	TMEM16A act	hERG rescue	TRPC4 agonist	KCNK9 block	TRPC4 PAM	HDAC3 inhib	KCNQ1 inh	ANO1 block	KCNQ1 act	KCNK3 inh
COC(=O)c1ccc2c(c1)S(=O)(=O)NC(=NCCCN1CCOCC1)S2	1	i	-6	i	i	i	-2	i	i	i	i
O=C(NCC(c1cccs1)N1CCOCC1)c1ccc([N+](=O)[O-])cc1 (centres undefined)	-1	i	-6	i	i	i	-5	i	i	i	i
COC(=O)c1ccccc1NS(=O)(=O)c1ccc2[nH]c(=O)[nH]c2c1	-3	i	-8	i	i	i	-1	i	i	i	i
O=C(C1CCCN(S(=O)(=O)c2cc(Cl)ccc2Cl)C1)N1CCOCC1 (centres undefined)	6	i	-12	i	i	i	9	i	i	i	i
COc1cc2c(cc1OC)C(c1cccs1)N(C(=S)NC(C)C)CC2 (centres undefined)	-2	i	-16	i	i	i	12	i	i	i	-11*
O=C1CN(C(=O)NCC(=O)N[C@H](Cc2ccccc2)C(=O)O)c2ccccc2N1	8	i	-1	i	i	i	0	i	i	i	i
Cc1ccc(CNC(=O)CCNS(=O)(=O)c2ccc(Br)s2)cc1	1	i	-13	i	i	i	-2	i	i	i	i
Cc1cc(C)c(OCC(=O)Nc2ccccc2N2CCCCC2)c(C)c1	-2	i	-10	i	i	i	-2	i	i	i	i
O=C(NC1CCS(=O)(=O)C1)Oc1ccccc1 (centres undefined)	-6	i	-10	i	i	i	?	i	i	i	i
Cc1ccc(NC(=O)CCC(=O)n2nc(C)cc2C)c(C)c1	2	i	-6	i	i	i	-9	i	i	i	i
COC(=O)c1ccc(C(=O)Nc2ccc(N)cc2N)cc1	3	i	-2	i	i	i	0	i	i	i	i
Cc1ccc(C)c(OCC(=O)N/N=C/c2ccsc2)c1	.	i	-2	i	i	i	-5	i	i	i	i
COc1ccc(NC(=O)c2cccs2)cc1OC	1	i	-11	i	i	i	3	i	i	i	i
CCS(=O)(=O)c1ccc2oc(SCC(=O)N3CCCCC3)nc2c1	.	i	-1	i	i	i	.	i	i	i	i
CC1(CCc2ccc(O)cc2)NC(=O)NC1=O (centres undefined)	-4	i	0	i	i	i	9	i	i	i	i
CCOC(=O)c1c(NC(=O)Cn2nc(C(=O)O)c3ccccc3c2=O)sc2c1CCC(C)C2 (centres undefined)	-7	i	-13	i	i	i	8	i	i	i	i
COc1cc(C(=O)COC(=O)c2cc([N+](=O)[O-])ccc2N2CCOCC2)ccc1OC(F)F	4	i	-2	i	i	i	11	i	i	i	i
CCOc1ccc(/C=C(\C#N)C(=O)Nc2cccnc2)cc1	0	i	-10	i	i	i	5	i	i	i	i
CC(C)C(=O)Nc1ccccc1N1CCN(C(=O)c2ccccc2)CC1	2	i	-5	i	i	i	-6	i	i	i	i
CCOC(=O)C1CCN(C(=S)Nc2ccc(S(N)(=O)=O)cc2)CC1	2	i	-7	i	i	i	-1	i	i	i	i
COC(=O)C1(CO)NC(c2cccs2)C2C(=O)N(c3ccccc3)C(=O)C21 (centres undefined)	0	i	-11	i	i	i	6	i	i	i	i
COc1cc(C(=O)NC2(C(F)(F)F)NC(=O)N(CCCc3ccccc3)C2=O)cc(OC)c1OC (centres undefined)	-2	i	-16	i	i	i	3	i	i	i	i
Cc1ccc(CN2CCNC(=O)C2CC(=O)N(C)C(C2CC2)C2CC2)o1 (centres undefined)	-2	i	-4	i	i	i	1	i	i	i	i
COc1ccc(S(=O)(=O)NC2CCCC2)cc1Cl	-3	i	-10	i	i	i	1	i	i	i	i
Cc1ccc(C)c(OCCCNC2CCCC2)c1C	6	i	-10	i	i	i	2	i	i	i	i
O=C(N/N=C/c1ccco1)/C(=C/c1cccc([N+](=O)[O-])c1)NC(=O)c1ccccc1	4	i	-15	i	i	i	2	i	i	i	i
COc1cc(CN2CCC(C(=O)NC3CCCC3)CC2)ccc1O	-1	i	0	i	i	i	3	i	i	i	i
C#CCOC(=O)Nc1ccc(=O)n(Cc2c(Cl)cccc2Cl)c1	-1	i	-15	i	i	i	-3	i	i	i	i
O=C(Cn1c(=O)oc2cc(S(=O)(=O)N3CCCC3)ccc21)N1CCc2ccccc2C1	-1	i	-13	i	i	i	0	i	i	i	i
COc1ccc(N(CC(=O)Nc2c(C)n(C)n(-c3ccccc3)c2=O)S(=O)(=O)c2ccccc2)cc1OC	1	i	-5	i	i	i	-4	i	i	i	i
Cc1ccccc1-c1noc(CCC(=O)NCCc2ccccc2)n1	5	i	-2	i	i	i	-1	i	i	i	i
O=C(N/N=C/c1sc(N2CCCCC2)nc1-c1cccs1)c1cccnc1	6	i	-14	i	i	i	3	i	i	i	-11*
COc1ccc(OC)c(NC2c3ccccc3C(=O)N2c2cccnc2)c1 (centres undefined)	-8	i	-9	i	i	i	-6	i	i	i	i
COC(=O)c1ccccc1NS(=O)(=O)c1c(C)noc1C	-4	i	-6	i	i	i	0	i	i	i	i
Cc1cc(C)c(S(=O)(=O)NCCn2c(C)cc3ccccc32)c(C)c1	-8	i	-5	i	i	i	-3	i	i	i	i
CC(C)Oc1ccc(C(=O)Nc2ccccc2N2CCOCC2)cc1	4	i	-5	i	i	i	1	i	i	i	i
O=C(Nc1cccc(S(=O)(=O)N2CCCCC2)c1)c1ccc(OCC2CCCO2)cc1 (centres undefined)	.	i	-11	i	i	i	3	i	25*	i	i
Cc1ccc(NC(=O)c2cc3c(CO)cnc(C)c3oc2=Nc2cccc(C(N)=O)c2)cc1	-4	i	-4	i	i	i	2	i	i	i	i
Oc1ccc(N=Nc2nccs2)c(O)c1	-4	i	0	i	i	i	13	i	i	i	i
COc1ccccc1CNC(=O)C1CCN(S(=O)(=O)N2CC(C)CC(C)C2)CC1 (centres undefined)	-2	i	-7	i	i	i	4	i	i	i	i

Reprinted at random: three entries already listed, in no set order.
SMILES	DYRK1A inh	TMEM16A act	hERG rescue	TRPC4 agonist	KCNK9 block	TRPC4 PAM	HDAC3 inhib	KCNQ1 inh	ANO1 block	KCNQ1 act	KCNK3 inh
Cc1ccc(NC(=O)c2cc3c(CO)cnc(C)c3oc2=Nc2cccc(C(N)=O)c2)cc1	-4	i	-4	i	i	i	2	i	i	i	i
Cc1ccccc1-c1noc(CCC(=O)NCCc2ccccc2)n1	5	i	-2	i	i	i	-1	i	i	i	i
O=C(N/N=C/c1ccco1)/C(=C/c1cccc([N+](=O)[O-])c1)NC(=O)c1ccccc1	4	i	-15	i	i	i	2	i	i	i	i

(next part)
SMILES	DYRK1A inh	TMEM16A act	hERG rescue	TRPC4 agonist	KCNK9 block	TRPC4 PAM	HDAC3 inhib	KCNQ1 inh	ANO1 block	KCNQ1 act	KCNK3 inh
CCCCNC(=O)c1cc2nc(-c3ccccc3)cc(C(F)(F)F)n2n1	-5	i	-5	i	i	i	-13	i	i	i	i
O=C(NCC1CCCO1)C(C(=O)c1ccccc1)n1ccccc1=O (centres undefined)	6	i	-5	i	i	i	4	i	i	i	i
Clc1ccc(Nc2nc(-c3cccnc3)cs2)cc1	3	i	-2	i	i	i	1	i	i	i	i
Cc1ccc2ccccc2c1NC(=O)c1ccco1	3	i	-6	i	i	i	3	i	i	i	i
N#CCC(=O)N/N=C/c1cn(Cc2ccccc2C#N)c2ccccc12	-5	i	1	i	i	i	-5	i	i	i	i
C(=N\N1CCN(Cc2cccc3ccccc23)CC1)/c1ccco1	4	i	-12	i	i	i	1	i	i	i	i
COc1ccc(-c2c(C)c3cc(O)ccc3oc2=O)cc1OC	.	i	-5	i	i	i	-4	i	i	i	i
CCS(=O)(=O)N1CCCC(C(=O)NC2CCCCC2C)C1 (centres undefined)	7	i	-3	i	i	i	-1	i	i	i	i
COc1ccc(OC)c(C(c2nnnn2CCc2ccccc2)N2CCC(C(N)=O)CC2)c1 (centres undefined)	2	i	-8	i	i	i	1	i	i	i	i
COCCNC(=O)C(c1ccc(F)cc1)N(C(=O)CCC(=O)Nc1nccs1)c1ccc(C)cc1 (centres undefined)	-5	i	-6	i	i	i	-4	i	i	i	i
CCC(C)(C(=O)NC1CCCCC1)N(Cc1cccs1)C(=O)Cc1cccs1 (centres undefined)	-2	i	-7	i	i	i	8	i	i	i	i
COc1ccc(OC(=O)COc2cc(C)ccc2C)cc1	-2	i	-9	i	i	i	3	i	i	i	i
CN(C)c1ccc(-c2noc(C3CCN(S(=O)(=O)c4ccc(C(=O)O)cc4)CC3)n2)cc1	2	i	-8	i	i	i	1	i	i	i	i
O=C(Cc1ccc(F)cc1)N/N=C/c1ccccn1	-56	i	-5	i	i	i	-4	i	i	i	i
COc1ccccc1C1/C(=C(\O)c2ccc3c(c2)OCCO3)C(=O)C(=O)N1Cc1cccnc1 (centres undefined)	2	i	-8	i	i	i	8	i	i	i	i
Cc1ccc(NC(=O)CC2=NC(=O)C(CC(=O)Nc3ccccc3C)S2)cc1 (centres undefined)	-2	i	-1	i	i	i	-19	i	i	i	i
COC(=O)c1cc(=O)n2c(-c3ccccc3)csc2n1	10	i	-11	i	i	i	3	i	i	i	i
CC1Cc2cc(S(=O)(=O)N3CCC(C(=O)N4CCCCC4)CC3)ccc2N1C(=O)C1CC1 (centres undefined)	5	i	-4	i	i	i	3	i	i	i	i
O=C(Nc1ccccn1)C1(c2cccs2)CCOCC1	6	i	-3	i	i	i	4	i	i	i	i
CCOc1ccc(C(=O)NCC2CCCN2S(=O)(=O)c2cccs2)cc1 (centres undefined)	-2	i	-15	i	i	i	-5	i	i	i	i
O=C(CSc1nnc(-c2ccncc2)n1CC1CCCO1)Nc1cccc(O)c1 (centres undefined)	9	i	-10	i	i	i	-4	i	i	i	i
Cc1ccc(C(=O)Nc2ccc(F)cc2)o1	-1	i	-3	i	i	i	-5	i	i	i	i
OC1CNCc2cc3c(cc21)OCCO3 (centres undefined)	.	.	-5	i	i	i	1	i	i	i	.
Cc1cccnc1NC(=O)CCc1c[nH]c2ccccc12	11	i	-4	i	i	i	-8	i	i	i	i
COc1cc(/C=C/C(=O)OCC(=O)c2c(N)n(C)c(=O)n(C)c2=O)ccc1OCC#N	.	i	-7	i	i	i	0	i	i	i	i
FC(F)Oc1ccccc1/C=N/Nc1nc2ccccc2o1	1	i	-7	i	i	i	2	i	i	i	i
Cc1cc(C)n(Cc2ccc(NC(=O)c3ccc(COc4ccccc4Br)cc3)cc2)n1	-3	i	-10	i	i	i	14	i	i	i	i

Screens as filed in PubChem BioAssay.
